Source: PubChem BioAssay (Sanford-Burnham Center for Chemical Genomics)
mouse EphA4 binding: EphA4 ligand-binding antagonists – biochemical, colorimetric, mouse EphA4, primary screen (AID 689) | one-dose inhibition, % at 10 µM; IC50 in µM for titrated hits | EphA4-AP binding to KYL peptide, pNPP A405; higher % means a stronger effect | 0.1% of 62,000 active; in the data active means a potency from the dose series; inactive means the rest, 99 in 100 with inhibition below about 22%
The depositor's hits bear a star; & = joins results of further samples. Only part of the results is shown, so the mix of outcomes need not match the whole.

SMILES	mouse EphA4 binding
CC(C)C(=O)Nc1nc2c(ncn2C2CC(O)C(CO)O2)c(=O)[nH]1 (stereo not drawn)	4%
COC(=O)c1[nH]nc2c1C(=O)N(Cc1ccccc1)C2=O	-3%
N#Cc1cccc(NC(=O)CN2NS(=O)(=O)c3ccccc3C2=O)c1	-3%
CCc1ccc(S(=O)(=O)Nc2cc(Br)c(O)c3ccccc23)cc1	2%
CCOC(=O)c1cocc1C(=O)Nc1ccccc1C(=O)O	4%
CC(C)n1c(SCC(=O)N2c3ccccc3Sc3ccccc32)nc2c1c(=O)n(C)c(=O)n2C	2%
CCOC(=O)C1CCCN(c2c(NCCCN(C)c3ccccc3)c(=O)c2=O)C1 (stereo not drawn)	-9%
Cc1nc2ccccn2c1/C(O)=C1\C(=O)C(=O)N(CCN2CCOCC2)C1c1cccnc1 (stereo not drawn)	-21%
CCOC(=O)c1c(-c2ccccc2)oc2cc(Br)c(OC(=O)CC)cc12	8%
COc1ccc(/C=C(/C#N)C(=O)Nc2cc(C)ccc2C)cc1C(=O)O	-3%
CS(=O)(=O)N(CC(=O)N1CCOCC1)c1ccc(Cl)cc1	-8%
CCCCC(=O)N(c1ccc(C)c(C)c1)C1C=CS(=O)(=O)C1 (stereo not drawn)	-11%
Cn1c(=O)[nH]c(=O)c2c1nc(N1CCCCCC1)n2CCSc1nc2ccccc2[nH]1	1%
CCc1ccc(N2CC(C(=O)NC)CC2=O)cc1 (stereo not drawn)	11%
CSc1ccc(Cc2ccc(Cl)cc2Cl)nn1	-9%
Cc1ccc(C(=O)N/C(=C/c2cccs2)C(=O)N2CCCCCC2)cc1	-13%
COc1ccc2oc(-c3ccccc3)c(C(=O)Nc3nccs3)c2c1	-8%
O=S(=O)(Cc1ccccc1)N1CCCC1	-3%
CCCS(=O)(=O)c1c(S(=O)(=O)CCC)c2c(C)cccn2c1C(=O)OC	-11%
Cc1ccc(C)c(Nc2c([N+](=O)[O-])cc(C(=O)N3CC(=O)Nc4ccccc43)cc2[N+](=O)[O-])c1	-9%
CC1(C)Cc2c(C#N)c(NCCN3CCOCC3)nc(-c3ccco3)c2CO1	-6%
C=CCc1ccccc1OCC(O)CN(C(C)C)C(C)C (stereo not drawn)	-3%
CCOC(=O)c1sc(NC(=O)CSc2nnc(Cc3ccccc3)o2)c(C(=O)OCC)c1C	-7%
CCCCNC(=O)n1c(=O)oc2ccc(Cl)cc21	-5%
CCCCCOc1ccccc1C(=O)NCCCC(=O)O	-5%

The list continues:
SMILES	mouse EphA4 binding
O=C(CC1CCCCC1)Nc1ncn[nH]1	0%
CC1CCCCC1NC(=O)C1CCCN1S(=O)(=O)c1cccc2nsnc12 (stereo not drawn)	-1%
O=C(O)CCSc1nc2ccccc2n1Cc1ccccc1	-10%
NC(=O)c1cc(-c2ccccc2)nc(N2CCCCCC2)n1	10%
N/C(=N\c1nc2ccccc2o1)NC(=O)c1ccc(F)cc1	-2%
COC(=O)C1=C(C)NC(=O)/C1=C\c1ccc2c(c1)OCO2	0%
CCCCn1c(=O)[nH]c2ccccc21	-6%
COc1cccc2cc(C(=O)Nc3cccc(C)n3)c(=O)oc12	-7%
Cc1ccc(-n2c(CSc3nc(C)cc(C)n3)nnc2SCC(=O)NCc2ccco2)cc1	2%
O=C(NC1CSC/C1=N\O)c1ccccc1 (stereo not drawn)	-7%
CC1CCCN(C(=O)c2ccc(CNc3c(N4CCCCC4)c(=O)c3=O)cc2)C1 (stereo not drawn)	-4%
O=C(c1ccc(CS(=O)(=O)c2ccc(Br)cc2)o1)N1CCN(c2ccccn2)CC1	-10%
O=S(=O)(NC1CCCCC1)c1cccc(-c2nnc(-c3ccccc3)o2)c1	-10%
CCc1c(C)nc2ccc(C)cc2c1SCC(=O)O	5%
COc1cc(C(=O)NCCOc2cccc(C)c2)c(Br)c(OC)c1OC	-2%
O=[N+]([O-])c1cccc(C(=S)N2CCOCC2)c1	-10%
Cc1[nH]c2ccccc2c1C(=O)/C=C/c1ccccc1	-11%
Cc1onc(-c2ccccc2)c1C(=O)Nc1ccc(O)c(C(=O)O)c1	3%
Cc1cnc(C(=O)Nc2ccc(C(=O)N3CCCCC3)cc2)cn1	-7%
CSc1nc2ccccc2n1CC(=O)NC(c1ccccc1)c1ccccc1	-10%
COC(=O)C1=C(C)N=c2s/c(=C\c3ccc(Cl)cc3)c(=O)n2C1c1ccc(OC)c(OC)c1 (stereo not drawn)	-12%
Cc1ccc(S(=O)(=O)N(Cc2ccccc2)c2ccccc2C(=O)Nc2ccc(C)c(C)c2)cc1	12%
CCCC1CCc2c(sc(NC(=O)c3cccs3)c2C(N)=O)C1 (stereo not drawn)	-6%
COc1ccccc1-c1nc(-c2ccncc2)no1	-19%
Cc1cccc(NC(=O)CCOc2ccccc2)c1	8%

(continued)
SMILES	mouse EphA4 binding
COc1ccc(C2NC(c3ccc(OC)cc3)C3CCCC2C3=O)cc1 (stereo not drawn)	-3%
N=c1ccn(Cc2ccc(Cl)c(Cl)c2)cc1	-8%
COc1ccc(C(CC(=O)c2ccc(O)cc2)S(=O)(=O)c2ccc(C)cc2)cc1 (stereo not drawn)	-1%&-2%
Cc1cccc(N2CCN(C(=S)c3ccc(-c4ccccc4[N+](=O)[O-])o3)CC2)c1	3%
S=c1[nH]cc(-c2ccccc2)n1-c1ccccc1	-4%
Cc1ccc(C(O)(C(=O)NCc2ccc(N(C)C)cc2)c2ccc(C)cc2)cc1	2%
O=C(NCC(=O)N(c1ccccc1)C(C(=O)NC1CCCCC1)c1ccncc1)c1ccco1 (stereo not drawn)	-6%
Cc1ccc(S(=O)(=O)N(CCC#N)CCN2CCCC2)cc1	-15%
O=C(CN1CCOCC1)Nc1c(-c2ccccc2)c2cc(Br)ccc2[nH]c1=O	0%
O=C(NCCO)c1ccc(I)cc1	-8%
CCCC(=O)Nc1ccc(N2CCN(C(C)=O)CC2)cc1	-7%
COc1ccc(O)c(C(=O)CC(=O)c2ccccc2)c1	10%&-4%
Cc1sc2ncnc(NCC(c3ccco3)N3CCCC3)c2c1C (stereo not drawn)	4%
COC(=O)c1ccc(NC(=O)CN2CCN(c3ccccc3)CC2)cc1	-1%
N/C(=N\OC(=O)c1cc(-c2ccccc2)nc2ccccc12)c1ccc(Cl)cc1	2%
CCCn1c(SCc2cc(=O)[nH]c3ccccc23)nc2c1c(=O)n(C)c(=O)n2C	-16%
CC(C)(C)C(=O)Nc1ccc(-c2cn3ccsc3n2)cc1	1%
Cc1nc(-n2nnc3ccccc32)c2c3c(sc2n1)CCCC3	1%
Cc1nc(N)c(C#N)c(-c2ccccc2)c1C	-2%
CCCCSC1(SCCCC)N=C(N)C2(C#N)C(c3ccccc3)NC(C)=C(C)C12C#N (stereo not drawn)	-15%
CC(C)(C)OC(=O)NCCCCCc1nnc(SCC(N)=O)o1	-11%
Cc1cc(O)cc(=O)n1Cc1ccco1	-4%
COc1cccc(N2C(=O)C(=Cc3ccc(OC)cc3OC)C(=O)NC2=S)c1	2%
Cc1n[nH]c(=O)nc1NCc1ccccc1	-2%
CCC(C)(C)NC(=O)C(c1ccc(C)cc1)N(Cc1cccs1)C(=O)c1ccc2c(c1)OCCO2 (stereo not drawn)	-6%

Later entries:
SMILES	mouse EphA4 binding
CCCC(=O)Nc1cc(-c2nn(C)c(=O)c3ccccc23)ccc1OC	-4%
O=C(O)COc1ccc(N2C(=O)c3ccc(C(=O)O)cc3C2=O)cc1	3%
Nc1nc(SCc2c(F)cccc2Cl)[nH]c(=O)c1-c1ccccc1	1%
COc1cc(C2C(C(=O)c3ccc(C)o3)=C(O)C(=O)N2c2cc(C)on2)ccc1O (stereo not drawn)	-9%
O=C(CSc1nnc(C2COc3ccccc3O2)o1)N1CCCCC1 (stereo not drawn)	5%
c1ccc(-c2cc(N3CCOCC3)nc(-c3ccccc3)n2)cc1	-15%
Cc1cccc2cc(C(c3nnnn3C3CCCC3)N3CCOCC3)c(=O)[nH]c12 (stereo not drawn)	6%
Cc1c(C)c2cc(Cl)c(OCc3nn[nH]n3)cc2oc1=O	-6%
CCOc1ccc(C(=O)CCC(=O)O)cc1	6%
Cc1cccc(-n2c(SCC(=O)Nc3nonc3C)nnc2-c2ccoc2C)c1	-3%
O=C(c1ccccc1)N1CCN(C2CC(=O)N(CCc3ccccc3)C2=O)CC1 (stereo not drawn)	10%
CCCN1C(=O)c2ccccc2NC1c1cc(OC)c(OC)c(OC)c1 (stereo not drawn)	8%
C=C(NC(C)=O)C(=O)c1ccc([N+](=O)[O-])cc1	-6%
CCOC(=O)C1CCN(C(=O)COc2ccc3ccccc3c2)CC1	1%
O=C(C[n+]1ccc(C(=O)NCc2ccccc2)cc1)c1ccc(-c2ccccc2)cc1	-6%
CSc1nc(C)c2c(n1)OC(CN1C(=O)c3ccccc3C1=O)C2 (stereo not drawn)	-8%
O=C(Nc1ccc(NC(=O)c2ccc(-c3ccc(Br)cc3)o2)cc1)c1ccco1	1%
CC(=O)c1ccc(N(C)C)cc1	0%
COc1ccc(Cl)cc1NC(=O)C(=O)NC1CCCCCC1	-9%
CC(=O)NNc1nc2ccccc2s1	-6%
CC1CC(C)CN(C(=O)CSc2nnc(-c3ccc(F)cc3)o2)C1 (stereo not drawn)	8%
COc1ccc(N(CC(=O)Nc2cccc(C(F)(F)F)c2)S(=O)(=O)c2ccccc2)cc1Cl	1%
N#Cc1c(NC(=O)CSc2nnnn2C2CCCCC2)sc2c1CCCC2	-3%
Cc1cc(C)c(S(C)(=O)=O)c(Oc2ccc(F)cc2)n1	-2%
CC(C)n1cc(-c2ccc(Cl)cc2)cc(C#N)c1=O	7%

Ordered by number of heavy atoms (descending): some entries from above.
SMILES	mouse EphA4 binding
COc1ccc(N(CC(=O)Nc2cccc(C(F)(F)F)c2)S(=O)(=O)c2ccccc2)cc1Cl	1%
N#Cc1c(NC(=O)CSc2nnnn2C2CCCCC2)sc2c1CCCC2	-3%
CC(=O)NNc1nc2ccccc2s1	-6%

(continued)
SMILES	mouse EphA4 binding
Cc1ccc(S(=O)(=O)/N=C(/Nc2cccc([N+](=O)[O-])c2)c2ccccc2)cc1	-10%
Cc1nnc(C)n1/N=C/c1cccs1	-22%&7%
O=C(Cc1ccccc1)N/N=C/c1cc(Br)c(Br)o1	-9%
COc1cc(NC(=O)CCc2nc(-c3cccs3)no2)cc(OC)c1OC	-6%
Nc1cc(=O)[nH]c(SC/C=C/c2ccccc2)n1	-8%
Oc1ccc(Br)cc1CNn1cnnc1	-1%
COCc1[nH]nc2c1C(c1ccsc1)C(C#N)=C(N)O2 (stereo not drawn)	-7%
Cc1ccc(C)c(NC(=O)Cn2nc(C(F)(F)F)cc2C2CC2)c1	0%

Some of these compounds in order of molar mass, lowest first:
SMILES	mouse EphA4 binding
Cc1cc(O)cc(=O)n1Cc1ccco1	-4%
O=C(CC1CCCCC1)Nc1ncn[nH]1	0%
CCc1ccc(N2CC(C(=O)NC)CC2=O)cc1 (stereo not drawn)	11%
COc1ccccc1-c1nc(-c2ccncc2)no1	-19%
COC(=O)c1[nH]nc2c1C(=O)N(Cc1ccccc1)C2=O	-3%
COCc1[nH]nc2c1C(c1ccsc1)C(C#N)=C(N)O2 (stereo not drawn)	-7%
CCCC(=O)Nc1ccc(N2CCN(C(C)=O)CC2)cc1	-7%
O=C(NCCO)c1ccc(I)cc1	-8%
N/C(=N\c1nc2ccccc2o1)NC(=O)c1ccc(F)cc1	-2%
Cc1c(C)c2cc(Cl)c(OCc3nn[nH]n3)cc2oc1=O	-6%
c1ccc(-c2cc(N3CCOCC3)nc(-c3ccccc3)n2)cc1	-15%
CCCCC(=O)N(c1ccc(C)c(C)c1)C1C=CS(=O)(=O)C1 (stereo not drawn)	-11%
CC(C)C(=O)Nc1nc2c(ncn2C2CC(O)C(CO)O2)c(=O)[nH]1 (stereo not drawn)	4%
Cc1onc(-c2ccccc2)c1C(=O)Nc1ccc(O)c(C(=O)O)c1	3%
CSc1nc(C)c2c(n1)OC(CN1C(=O)c3ccccc3C1=O)C2 (stereo not drawn)	-8%
CCCC(=O)Nc1cc(-c2nn(C)c(=O)c3ccccc23)ccc1OC	-4%
O=C(CSc1nnc(C2COc3ccccc3O2)o1)N1CCCCC1 (stereo not drawn)	5%
CC1(C)Cc2c(C#N)c(NCCN3CCOCC3)nc(-c3ccco3)c2CO1	-6%
CSc1nc2ccccc2n1CC(=O)NC(c1ccccc1)c1ccccc1	-10%
O=C(c1ccccc1)N1CCN(C2CC(=O)N(CCc3ccccc3)C2=O)CC1 (stereo not drawn)	10%
CC1CCCN(C(=O)c2ccc(CNc3c(N4CCCCC4)c(=O)c3=O)cc2)C1 (stereo not drawn)	-4%
COc1cccc(N2C(=O)C(=Cc3ccc(OC)cc3OC)C(=O)NC2=S)c1	2%
CCOC(=O)C1CCCN(c2c(NCCCN(C)c3ccccc3)c(=O)c2=O)C1 (stereo not drawn)	-9%
CCCS(=O)(=O)c1c(S(=O)(=O)CCC)c2c(C)cccn2c1C(=O)OC	-11%
O=C(C[n+]1ccc(C(=O)NCc2ccccc2)cc1)c1ccc(-c2ccccc2)cc1	-6%
CC1CCCCC1NC(=O)C1CCCN1S(=O)(=O)c1cccc2nsnc12 (stereo not drawn)	-1%
CCCCSC1(SCCCC)N=C(N)C2(C#N)C(c3ccccc3)NC(C)=C(C)C12C#N (stereo not drawn)	-15%
Cc1ccc(-n2c(CSc3nc(C)cc(C)n3)nnc2SCC(=O)NCc2ccco2)cc1	2%
COC(=O)C1=C(C)N=c2s/c(=C\c3ccc(Cl)cc3)c(=O)n2C1c1ccc(OC)c(OC)c1 (stereo not drawn)	-12%
CCC(C)(C)NC(=O)C(c1ccc(C)cc1)N(Cc1cccs1)C(=O)c1ccc2c(c1)OCCO2 (stereo not drawn)	-6%
